Tn6 DDE FP: inhibitors of Tn6 peptide binding to human fibrin DD(E). P02675. Fibrin DD(E) TRITC-Tn6 fluorescence polarization displacement. inhibition, % at 8.3 µM. 370,000 tested, 0.21% active. AID 720509;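 active = inhibition above a per-campaign cutoff: mean of compounds within control limits plus 3 SD, cut at about 15% in these data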;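 note: 0% = median of all compound wells on the plate and 100% = blocking peptide control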
ASAP1 inh: blocks human ASAP1-stimulated Arf1 GTP hydrolysis | Q9ULH1 | GDP FP detection | inhibition, % at 16.5 µM | 360,000 tested, 0.19% active | AID 624377; in the data active = inhibition above about 25%;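 note: 0% = vehicle with enzyme and substrate and 100% = no enzyme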
Target sequence (Q9ULH1 325-724 limits assumed): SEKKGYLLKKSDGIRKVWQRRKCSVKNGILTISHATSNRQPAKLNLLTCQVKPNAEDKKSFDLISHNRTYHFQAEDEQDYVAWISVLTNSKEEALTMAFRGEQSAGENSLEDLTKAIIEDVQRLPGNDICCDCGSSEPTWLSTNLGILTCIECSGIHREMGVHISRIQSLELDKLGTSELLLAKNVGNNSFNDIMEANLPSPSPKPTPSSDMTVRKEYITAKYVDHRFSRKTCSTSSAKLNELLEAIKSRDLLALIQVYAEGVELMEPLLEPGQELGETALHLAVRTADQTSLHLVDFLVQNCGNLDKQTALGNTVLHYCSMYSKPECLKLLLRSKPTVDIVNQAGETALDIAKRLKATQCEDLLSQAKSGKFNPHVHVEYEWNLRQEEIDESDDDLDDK
NR1D1 modulator: modulators of human Rev-erb alpha DNA binding; activity, % at 10 µM; Rev-erbα–FITC-DNA binding, fluorescence polarization, 90 min; AID 1259318; 370,000 tested, 0.79% active; P20393;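 active = activity above about 14%, limit read from the data; passing the limit was not always enough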;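 note: 0% = DMSO wells with 35 nM protein and 100% = DMSO wells with 750 nM protein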
ARFGAP1 inh: inhibitors of rat ARFGAP1; Q62848; Arfgap1-stimulated ARF1 GTP hydrolysis, GDP FP detection; inhibition, % at 16.5 µM; 360,000 tested, 0.26% active; AID 651572;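 active = inhibition above a per-plate limit, mean inhibition of low control wells plus 3 SD, cut at about 25% in these data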;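 note: 0% = DMSO wells with enzyme and 100% = wells lacking Arfgap1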
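Material: truncated rat Arfgap1 GAP domain; Incubation: compound-enzyme preincubation 20 min, reaction 120 min, detection 60 min, 25 °C; Read-out: percent inhibition of Arfgap1-stimulated GTP hydrolysis; Technique: FP, GDP Alexa 633 tracer displaced from anti-GDP antibody, 620/688 nm; Controls: No-Arfgap1 wells (100%) versus DMSO full-reaction wells (0%); Replication: single well per compound.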
sPLA2-III inh: Inhibits HGIII-sPLA2 liposome hydrolysis, primary screen; QFRET BODIPY PC-A2 liposome hydrolysis, fluorescence; inhibition, % at 12.2 µM; 370,000 tested, 0.56% active;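 active = inhibition above mean plus 3 SD of compounds lying within the high and low control bounds, cut at about 19% in these data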;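 note: 0% = median of test compound wells and 100% = no enzyme DMSO wells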
Target sequence (Q9NZ20 whole entry, looked up): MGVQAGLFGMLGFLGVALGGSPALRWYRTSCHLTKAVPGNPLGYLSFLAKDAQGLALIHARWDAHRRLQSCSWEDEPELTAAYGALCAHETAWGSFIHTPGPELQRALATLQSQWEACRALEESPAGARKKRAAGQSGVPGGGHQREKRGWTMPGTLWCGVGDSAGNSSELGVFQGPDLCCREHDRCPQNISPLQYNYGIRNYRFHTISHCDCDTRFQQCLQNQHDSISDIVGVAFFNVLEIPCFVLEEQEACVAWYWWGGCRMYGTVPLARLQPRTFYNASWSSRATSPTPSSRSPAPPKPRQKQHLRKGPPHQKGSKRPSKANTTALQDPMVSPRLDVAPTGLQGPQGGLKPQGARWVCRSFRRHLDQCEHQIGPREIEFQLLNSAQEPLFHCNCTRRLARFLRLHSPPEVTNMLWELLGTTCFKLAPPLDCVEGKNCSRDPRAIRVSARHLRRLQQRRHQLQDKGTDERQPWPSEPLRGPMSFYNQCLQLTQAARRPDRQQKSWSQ
PLCb3 inh: PLC-beta3 (human) inhibition, primary screen. Q01970. Purified PLC-beta3, fluorogenic substrate, fluorescence. inhibition, % at 12.2 µM. 370,000 tested, 0.18% active. AID 720704; in the data active = inhibition above about 11%;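 note: 0% = median of compound wells on plate and 100% = full blocker control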
PLCg1 inh: PLC-gamma1 (human) inhibition, primary screen | P19174 | purified PLC-gamma1, fluorogenic substrate, fluorescence | inhibition, % at 12.2 µM | 370,000 tested, 0.84% active; in the data active = inhibition above about 9.5%
KLK7 zymogen act: activators of human kallikrein-7 zymogen | P49862 | purified proKLK7, EDANS-DABCYL substrate fluorescence; 100% is mature enzyme control, 0% vehicle | activation, % at 7 µM | 370,000 tested, 0.9% active;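 active = activation above the mean of all tested compounds plus 3 SD, computed per campaign excluding outliers beyond control limits, cut at about 13% in these data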
UHRF1 binding: UHRF1 methyl-DNA binding inhibition; AID 687016; 370,000 tested, 0.75% active; inhibition, % at 4.4 µM; UHRF1 binding to methylated oligo, TR-FRET; in the data active = inhibition above about 21%;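 note: UHRF1 SRA domain binding a hemimethylated CpG hairpin DNA probe; 0% = median of test compound wells and 100% = reference inhibitor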
Tn7 DDE FP: DD(E)-Tn7 binding inhibition, primary FP screen | FP displacement of FITC-Tn7 peptide from fibrin DD(E); 0% = median of compound wells per plate | inhibition, % at 8.3 µM | P02675 | AID 720508 | 370,000 tested, 0.13% active;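 active = inhibition above the mean of compounds falling within the control limits plus 3 SD of them, cut at about 14% in these data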;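 note: 0% = plate median of compound wells and 100% = 10 µM Aha-Tn7 peptide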
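Also added: labelled Tn7 tracer, 0.1 µM; Assay system: human fibrin DD(E) protein; Amount: 2 µM fibrin DD(E); Schedule: 10 min compound pre-incubation, 3 h probe incubation at room temperature; Repeats: one replicate per compound; Read-out basis: percent inhibition; Measured by: fluorescence polarization of the labelled Tn7 tracer.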
* hit, by the source's call; i = inactive; . = not tested or not shown.

no.	UHRF1 binding	KLK7 zymogen act	ARFGAP1 inh	Tn7 DDE FP	sPLA2-III inh	ASAP1 inh	PLCg1 inh	PLCb3 inh	NR1D1 modulator	mol	Tn6 DDE FP
1	3	0.3	8	7	5	6	0	1	3	C=CCNC(=O)COC(=O)c1nc2nccc(C)n2n1	2
2	0	-0.3	-5	2	-4	10	0	1	3	CCN(CC(=O)NC1CCS(=O)(=O)C1)S(=O)(=O)c1cc(Br)ccc1Br (stereo unspecified)	0
3	0	-0.4	-6	6	-10	-9	-2	-3	0	Cc1ccc(S(=O)(=O)NCC(=O)N(CC(=O)NCc2ccco2)Cc2ccc(F)cc2)cc1	9
4	2	0.4	15	-7	-14	6	4	8	-1	CCc1cccc(C)c1N(C(=O)Cn1c(=O)[nH]c2ccccc21)C(C)COC (stereo unspecified)	-2
5	4	-0.1	14	-3	-3	0	-1	-5	0	O=C(CC1C(=O)NCCN1Cc1ccoc1)NCc1cccc(OC(F)(F)F)c1 (stereo unspecified)	-1
6	-1	0.2	6	-1	-4	3	-2	-2	-6	CCOc1ccc(N(CC(=O)N2CCCC2)S(=O)(=O)c2ccc(Cl)cc2)cc1	0
7	2	0.3	-4	-3	0	5	1	-1	3	O=Cc1c(NC2CCCCC2)c2ccccc2[nH]c1=O	7
8	9	0.0	-10	-8	-1	5	2	1	1	O=C(OCC#CCSc1nnc(-c2cccc3ccccc23)o1)c1cc2ccccc2o1	-4
9	1	-0.9	4	-4	7	-19	0	0	0	CCOC(=O)C(C)S(=O)(=O)c1ccc(C(F)(F)F)cn1 (stereo unspecified)	-6
10	4	-0.6	5	7	4	-5	3	5	-2	CCC(=O)NNC(=O)CCC(=O)Nc1ccccc1	-3
11	1	0.3	-1	-8	6	6	3	3	-2	O=c1ccc2cc(S(=O)(=O)N3CCN(c4cc(Cl)ccc4Cl)CC3)ccc2o1	-1
12	-12	-1.0	10	-4	-14	0	-3	-3	14	COc1cc(/C=C(/Sc2nnc(-c3ccc(F)cc3)o2)C(=O)O)ccc1OC(F)F	3
13	1	0.0	-8	5	3	7	1	-2	-4	O=C(Cn1ncn2cccc2c1=O)N1CCCCC1	-4
14	-1	0.1	3	-3	-1	9	0	4	-3	O=c1c2ccccc2nc2n1CCCCC2	4
15	-1	-0.9	-10	0	0	-2	-2	-2	2	O=C(O)C[C@H]1c2cc(C(F)(F)F)ccc2S(=O)(=O)N1Cc1ccccc1	-4
16	1	0.2	12	-7	3	-2	-4	-8	18	CCOC(=O)c1sc2nc(SC)nc(-c3ccc(Cl)cc3)c2c1N	-4
17	0	-0.6	36*	6	4	25	1	5	-13	O=C(OCC(=O)N1CCN(C(=O)c2ccco2)CC1)c1cc(-c2ccc(Cl)c(Cl)c2Cl)nc2ccccc12	-1
18	-2	-0.6	3	3	-11	9	1	-6	-3	COCCSc1nnc(NC(=O)CS(=O)(=O)c2ccc(C)cc2)s1	4
19	-1	-0.2	1	0	1	-1	4	-8	5	C[n+]1ccccc1/C=C/c1ccc(F)c(F)c1	-4
20	-2	-0.1	3	6	4	-7	2	1	2	CCc1cccc(C)c1NC(=O)c1ccc2nc(N3CCOCC3)sc2c1	-1
21	-5	-0.5	11	-4	-51	3	-1	-5	-4	O=C(CSc1nnc(-c2ccco2)o1)c1ccc([N+](=O)[O-])cc1	1
22	1	-3.9	4	3	1	-4	-6	-3	0	CC(=NNC(N)=O)C1CC2CCC1CC2 (stereo unspecified)	2
23	1	0.5	-2	9	0	-6	0	-7	1	COC(=O)C1=C2SCC(=O)N2C(N)=C(C#N)C1	6
24	-5	0.5	4	2	-6	3	2	-1	-6	Cc1ccc(NC(=O)C(Cc2ccccc2)N2C(=O)C3C4CCC(C4)C3C2=O)cc1Cl (stereo unspecified)	5
25	-2	0.0	6	-7	-2	-8	0	0	-1	Brc1ccc2ncnc(NCc3ccccc3)c2c1	-5
26	5	.	.	0	-8	.	3	1	-6	O=C(Nc1ccc(C(O)(C(F)(F)F)C(F)(F)F)cc1)c1ccc(F)cc1Cl	3
27	3	-0.5	5	-3	1	-8	-35	-42	6	Cc1ccc2c(CN3CCCc4ccccc43)cc(=O)oc2c1C	-8
28	4	-0.5	3	1	2	-4	-1	-9	10	CCOc1ccc(NC(=O)CN2C(=O)CSC2=O)cc1	-15
29	3	-0.4	10	5	-1	0	2	-1	6	CCOc1ccc(CCNC(=O)COC(=O)c2cccnc2OCC)cc1OCC	4
30	2	0.3	5	8	-1	17	-2	0	7	Clc1cccc(CN2CCN(Cc3nc(CCc4ccccc4)no3)CC2)c1	-2
31	-4	-0.5	-8	3	-3	-5	-1	-1	3	COC(=O)c1ccc(NC(=O)COC(=O)CSc2nc(C)cc(C)n2)cc1	3
32	-4	0.1	13	5	-3	0	-50	-80	7	CC(C)(C)NC(=S)N/N=C\c1ccc(-c2ccc([N+](=O)[O-])cc2)o1	9
33	2	0.3	-1	-4	-3	12	-5	-5	0	O=C(Cc1nn[nH]n1)c1ccccc1O	9
34	0	0.1	-2	7	3	-5	-1	-4	11	Cn1nc(C(=O)Nc2sc3c(c2C#N)CCCC3)ccc1=O	7
35	-2	-0.3	7	-2	4	6	-12	-20	4	CCOC(=O)SC1=N/C(=C\c2ccc(N(C)C)cc2)C(=O)S1	-3
36	1	0.3	6	-10	3	8	4	0	-7	CCN(CC)C(=O)C1=C(C)N(CCC2=CCCCC2)C(=O)C(CC(=O)NCCc2ccccn2)C1 (stereo unspecified)	-4
37	6	-0.5	4	8	-11	-5	0	-8	5	Cc1[nH]c2ccccc2c1C(=O)C(=O)N1c2ccccc2CC1C (stereo unspecified)	1
38	-1	0.2	-4	-3	4	10	0	-10	-1	COc1cc2c(cc1OC)CN(C(=O)c1ccc(OC)c(S(=O)(=O)N3CCCC3)c1)CC2	-1
39	0	0.4	2	-9	8	1	2	-9	0	COc1cc(NC(=S)Nc2ccc3c(c2)OCCO3)cc(OC)c1OC	7
40	6	0.7	-6	-4	13	-5	7	3	-2	O=C(COc1ccc(S(=O)(=O)N2CCCCC2)cc1)N1CCCCCC1	-2
41	-1	0.1	2	-2	-4	-7	1	-2	10	N#Cc1cccc(NC(=O)CNc2cccc(S(=O)(=O)N3CCCC3)c2)c1	9
42	-6	0.1	6	-8	-16	-8	2	1	-2	O=C(O)C(Cc1ccccc1)N1C(=O)/C(=C/c2ccccc2)SC1=S (stereo unspecified)	-2
43	1	-0.3	3	-6	8	-1	1	0	4	Cc1ccccc1-n1c(Cc2cccs2)n[nH]c1=S	5
44	1	-0.6	3	-7	2	14	1	0	-3	Cc1cc(NC(=O)CCC(=O)N(CC(=O)NC2CCCC2)Cc2ccco2)no1	-5
45	1	-0.1	-4	-3	12	2	2	-7	-2	O=C(COC(=O)CCc1nc2ccccc2c(=O)[nH]1)Nc1ccc(OC(F)(F)F)cc1	3

Compound profiles, from the list above. Screens in order: UHRF1 binding | KLK7 zymogen act | ARFGAP1 inh | Tn7 DDE FP | sPLA2-III inh | ASAP1 inh | PLCg1 inh | PLCb3 inh | NR1D1 modulator | Tn6 DDE FP
`COc1cc(NC(=S)Nc2ccc3c(c2)OCCO3)cc(OC)c1OC` across the screens: 0 | 0.4 | 2 | -9 | 8 | 1 | 2 | -9 | 0 | 7
`Cc1ccccc1-n1c(Cc2cccs2)n[nH]c1=S` across the screens: 1 | -0.3 | 3 | -6 | 8 | -1 | 1 | 0 | 4 | 5
`O=C(COC(=O)CCc1nc2ccccc2c(=O)[nH]1)Nc1ccc(OC(F)(F)F)cc1` across the screens: 1 | -0.1 | -4 | -3 | 12 | 2 | 2 | -7 | -2 | 3
`Cc1cc(NC(=O)CCC(=O)N(CC(=O)NC2CCCC2)Cc2ccco2)no1` across the screens: 1 | -0.6 | 3 | -7 | 2 | 14 | 1 | 0 | -3 | -5
`N#Cc1cccc(NC(=O)CNc2cccc(S(=O)(=O)N3CCCC3)c2)c1` across the screens: -1 | 0.1 | 2 | -2 | -4 | -7 | 1 | -2 | 10 | 9

More results:
no.	UHRF1 binding	KLK7 zymogen act	ARFGAP1 inh	Tn7 DDE FP	sPLA2-III inh	ASAP1 inh	PLCg1 inh	PLCb3 inh	NR1D1 modulator	mol	Tn6 DDE FP
46	15	5.9	0	1	0	-2	-1	-4	3	O=C(N/N=C/c1cccnc1)c1cc(O)c(O)c(O)c1	-5
47	-1	-0.6	9	-5	-2	4	3	4	7	COc1ccc(-c2nnc(SCc3nnc(-c4cccs4)o3)n2CC2CCCO2)cc1 (stereo unspecified)	-5
48	0	17*	8	-4	-2	1	-485	i	6	COc1cccc2[nH]c3c(Cl)ncnc3c12	5
49	-3	-0.4	-3	3	1	13	-1	5	-1	Cc1cc(S(=O)(=O)NC[C@H]2O[C@@H](n3cnc4c(N)ncnc43)[C@H](O)[C@@H]2O)c(C)s1	5
50	-3	0.2	6	-4	-4	5	-12	-21	-2	COc1ccc(NC(C)=O)cc1S(=O)(=O)N1CCn2cccc2C1C (stereo unspecified)	-5
51	-1	-0.7	2	6	14	13	1	3	-4	CC(C)c1ccc(NC(=S)NN2C(C)CCCC2C)cc1 (stereo unspecified)	4
52	-1	11	-3	2	12	-2	-61	-72	0	COCCCn1cnc2oc3nc4ccccc4nc3c2c1=O	-2
53	-1	0.2	-2	-3	-15	-10	4	-1	4	CCCCCCSc1ccc([C@H]2N[C@@](C)(C(=O)OC)[C@H]3C(=O)N(C)C(=O)[C@@H]23)cc1	5
54	20	-0.1	6	8	5	-8	-1	-5	0	O=C(NCCN1CCOCC1)/C(=C\c1ccccc1Cl)NC(=O)c1ccccc1	-1
55	1	-0.9	-7	3	5	8	-1	-9	0	O=C(Nc1cccc(NC(=O)c2cccc([N+](=O)[O-])c2)n1)c1cccc([N+](=O)[O-])c1	2

Screening results from PubChem.
